# Source: PubChem BioAssay (Fisher Drug Discovery Resource Center)
# mcGAS lum: inhibitors of mouse cGAS; 160,000 tested, 0.15% active; inhibition, % at 12.5 µM; Q8C6L5; AID 1259399; recombinant cGAS, Kinase-Glo ATP depletion luminescence;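 also: 0% = negative control wells and 100% = reference inhibitor with no enzyme activity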
# hcGAS lum: inhibitors of human cGAS | recombinant h-cGAS, ATP depletion, Kinase-Glo luminescence | inhibition, % at 12.5 µM | 290,000 tested, 0.081% active | AID 1259398;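 also: 0% = vehicle reaction and 100% = reaction without DNA for no activity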
# Target sequence (Q8N884 whole entry, looked up): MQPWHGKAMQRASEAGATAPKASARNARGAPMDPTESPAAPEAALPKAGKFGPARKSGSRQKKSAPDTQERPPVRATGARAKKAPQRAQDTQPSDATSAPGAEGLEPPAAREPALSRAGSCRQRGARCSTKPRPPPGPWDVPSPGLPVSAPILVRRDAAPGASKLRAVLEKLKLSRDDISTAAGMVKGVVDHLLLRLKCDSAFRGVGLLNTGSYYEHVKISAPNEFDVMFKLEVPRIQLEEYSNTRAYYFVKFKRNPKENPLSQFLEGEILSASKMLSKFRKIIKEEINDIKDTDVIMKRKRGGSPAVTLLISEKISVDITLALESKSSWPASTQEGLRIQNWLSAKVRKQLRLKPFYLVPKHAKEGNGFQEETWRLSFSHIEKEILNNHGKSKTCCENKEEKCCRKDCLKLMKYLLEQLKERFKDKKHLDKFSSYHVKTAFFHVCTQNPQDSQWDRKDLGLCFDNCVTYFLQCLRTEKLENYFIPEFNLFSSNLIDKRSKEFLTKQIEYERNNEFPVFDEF
# NPYLR7 ag: mosquito NPYLR7 agonism | HEK293T NPYLR7/Galpha15, GCaMP6s calcium fluorescence | activation, % at 10 µM | 270,000 tested, 0.15% active | AID 1259423; in the data active = activation above about 40%;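 also: 0% = vehicle and 100% = reference agonist at the receptor; some compounds past the cut are filed as inactive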
# * = called active by the depositor; · = not tested or not shown; & = joins results of further samples. Rule as the data show it, unless noted: active = inhibition above about 40%; inactive = the rest. Hits appear at their usual frequency, and some 0.27% of all compounds hit somewhere here.
SMILES,mcGAS lum,hcGAS lum,NPYLR7 ag
CCCCN(CC(=O)N1CC(=O)N(c2ccc(Cl)cc2)C1)C(=O)CCC(=O)OCC,3,3,·
CCOC(=O)c1cc(-c2cccc(NC(=O)COC)c2)n(-c2ccc(OC)cc2)n1,-7,-3,23
CC(C)(C)NS(=O)(=O)c1cnc(Cl)c(Cl)c1,·,-10,4
CCn1nc(C(C)(C)C)cc1C(=O)N1CCc2c(cnn2-c2ccc(S(C)(=O)=O)cc2)C1,·,-3,0
COc1nn(C)cc1-c1nnc(SCC(C)=O)n1C,-7,-7,4
CCn1c(=O)c(C(=O)NCCOC)nn(-c2ccc(Cl)cc2)c1=O,-7,-1,3
O=C(NN1C(=O)NC2(CCCCC2)C1=O)c1cc2c(s1)CCCCC2,-5,-8,11
CC(C)c1cc(NCCCN2CCOCC2)n2c(nc3ccccc32)c1C#N,-2,-8,-1
CC(C)(C)CC(=O)NCCCCCCNC(=O)CC(C)(C)C,·,-1,3
CCCN=C(NC(=O)c1ccc(OC)cc1)OCC,-4,-3,-4
Cc1nonc1NS(=O)(=O)c1ccccc1,-3,0,3
COC(=O)c1cc(-c2cccc(NC(C)=O)c2)c[nH]1,·,-5,5

# An excerpt from above in order of SMILES length, falling:
SMILES,mcGAS lum,hcGAS lum,NPYLR7 ag
CCn1nc(C(C)(C)C)cc1C(=O)N1CCc2c(cnn2-c2ccc(S(C)(=O)=O)cc2)C1,·,-3,0
CCOC(=O)c1cc(-c2cccc(NC(=O)COC)c2)n(-c2ccc(OC)cc2)n1,-7,-3,23
CC(C)c1cc(NCCCN2CCOCC2)n2c(nc3ccccc32)c1C#N,-2,-8,-1
COC(=O)c1cc(-c2cccc(NC(C)=O)c2)c[nH]1,·,-5,5
COc1nn(C)cc1-c1nnc(SCC(C)=O)n1C,-7,-7,4

# Remaining list, next part:
SMILES,mcGAS lum,hcGAS lum,NPYLR7 ag
O=C1NCCN(CC(c2ccccc2)c2ccccc2)C1CC(=O)N1CCC(CO)CC1 (stereo not drawn),-3,2,3
O=C(NCCn1ncc2c(N3CCOCC3)ncnc21)c1cc2ccccc2o1,-9,-9,1
CN(C)c1ccc(/C=C2\N=C(c3ccccc3Cl)OC2=O)cc1,·,-1,-2
Cc1csc(NC(=O)CSc2c(C)cnc3c2c(=O)n(C)c(=O)n3C)n1,-2,4,-3
Cc1nc(-n2nc(C3CC3)cc2NC(=O)c2ccc(F)cc2)[nH]c(=O)c1C,·,-4,12
CCOC(=O)CC(=O)N1CCN(c2nccc(-c3cccc(C(F)(F)F)c3)n2)CC1,-7,-6,5
CC(NC(=O)COc1ccc2c3c(c(=O)oc2c1)CCC3)c1cccs1 (stereo not drawn),·,-1,-4
O=C(NCc1cccnc1)C(C1CCCC1)N1CCN(C(=O)c2ccc(Cl)cc2Cl)CC1 (stereo not drawn),-4,0,3
CC(C)c1nnc(CN(Cc2ccc(C(F)(F)F)cc2)C2CC2)o1,-11,-4,5
CCCSc1ncc(CN2CCN(c3nccc4occc34)CC2)cn1,-17,-3,8
CCn1nccc1C(=O)NCCc1nc(C)cc(C(F)(F)F)n1,·,-6,-9
CCc1nnc(CN(CC)C(=O)CCN2CCCCO2)o1,·,4,-2
COc1ccc(CCNC(=O)NCc2nnnn2-c2ccc(C)c(C)c2)cc1,-8,-6,4
CSCCC(NC(=O)c1ccccc1Cl)C(=O)NNC(=O)c1cc(C)oc1C (stereo not drawn),-10,-6,8
Brc1cncc(N2CCCC2)c1,·,-5,1
O=C(C1CCCN(S(=O)(=O)CCn2cnc3ccccc32)C1)N1CCOCC1 (stereo not drawn),·,2,2
CC(C)SC(NC(=O)OCc1ccccc1)C(=O)N1CCC(O)(Cc2ccccc2)CC1 (stereo not drawn),-6,-3,-6
CCC(=O)OC1(C(=O)CCl)[C@@H](C)C[C@H]2[C@@H]3CCC4=CC(=O)C=C[C@]4(C)[C@@]3(F)[C@@H](O)C[C@@]21C (stereo partly drawn),-3,-6,-7
CC(C)c1cccc(C(C)C)c1NC(=O)NC(Cc1ccccc1)C(=O)Nc1nnc(-c2ccc3c(c2)OCO3)s1 (stereo not drawn),0,4,-10
O=c1oc2ccccc2cc1-c1nnc(-c2cccc3ccccc23)o1,-4,0,-4
CC(C)[N+]1(C)[C@@H]2CC[C@@H]1CC(OC(=O)C(CO)c1ccccc1)C2 (stereo partly drawn),·,-5,-3
CCc1cc(N2CCN(c3ccccc3Cl)CC2)nc(SCc2cccc(C(=O)NC3CC3)c2)n1,-5,-12,11
COCCNC(=O)c1ccc2c(c1)N(C)C(CC(=O)N1CC=CCC1)CO2 (stereo not drawn),·,-6,4
O=C(O)c1nc(-c2ccc(F)cc2)n2c1CCCCC2,·,4,-25
O=C(Cc1ccsc1)NNC(=O)CC12CC3CC(CC(C3)C1)C2,-9,-8,5
C=c1cc(C)n(CC(=O)Nc2ccc(OC)cc2OC)c(=O)c1=C1N=C(c2ccccc2)NO1,-6,-2,-1
C=CCn1c(SCC(=O)Nc2cc(OC)cc(OC)c2)nc2scc(-c3ccco3)c2c1=O,-2,1,-5
COc1ccc(-c2cc(-c3ccccc3)nc(SCC(N)=O)c2C#N)cc1,-4,4&-2,-2&-7
CN(CC1(C)CCOCC1)C(=O)CC1CCCCC1,-5,-8,·
CCOc1ccc(C(=O)NCCNc2cc(N3CCCC3)nc(C)n2)cc1,·,-5,1
CCc1c(C(=O)NCC(F)(F)F)cnn1-c1ccc(C)cc1,·,-4,4
O=C(CSc1ncnc2sccc12)c1ccc(CC(=O)N2CCOCC2)s1,-4,-3,12
Nc1cc(S(=O)(=O)N2CCCC2)ccc1OCC(F)(F)F,·,-5,3
Cc1ccccc1C(CC(=O)N1CCC(N2CCOCC2)CC1)c1ccccc1 (stereo not drawn),·,-5,7
Cn1cc(CC(=O)NC2CCCN(c3ccc(C(F)(F)F)cn3)C2)c2ccccc21 (stereo not drawn),-1,-1,-10
COCCN(Cc1c(C)nn(C)c1C)C(=O)[C@H]1CC[C@@H](N)C1,-5,-5,·
O=C(Nc1ccccc1)c1cc(S(=O)(=O)N(CCO)CCO)ccc1Br,-1,-1,-7
Cc1cnc2c(C(=O)NCc3ccc4c(c3)n(C)c(=O)n4C)cnn2c1,·,-3,5
CCCCNC(=O)c1sccc1N(C)S(=O)(=O)c1ccc(C)c(Cl)c1,-6,-5,3
CCOC(=O)CCc1c(C)nc2ncnn2c1N1CCN(C(=O)c2ccccn2)CC1,0,3,·
Cc1nn(C)c(C)c1S(=O)(=O)Nc1ccc(C#N)cc1,·,-2,3
COc1ccc(/C=C2\N=C(c3cccc(F)c3)OC2=O)cc1OC,-3,-2,33
Cc1oc2c(c(C)cc3o/c(=N\O)c(C)c(C)c32)c1C,·,0,-12
COc1ccc(C(=O)NC(=S)NC(C)Cc2cccs2)cc1 (stereo not drawn),·,-5,0
O=C(C1CCCCC1)N(CCn1cccn1)c1nc2ccccc2s1,-6,-2,9
Cc1ccc(N=Cc2ccc(N(C)C)cc2)c(C)c1,-3,-2,-2
CN(Cc1ccc2c(c1)CCO2)Cc1cc(-c2cccnc2)no1,·,-1,-5
Cc1ccc(N2C(=O)C(c3c(C)[nH]n(-c4ccccc4)c3=O)=C(N(C)Cc3ccccc3)C2=O)cc1,-10,-9,5
CC(Cc1ccc2c(c1)OCO2)CN1CCn2c(nnc2C(=O)NCC2CC2)C1 (stereo not drawn),·,-6,13
CC(CCc1ccccc1)NC(=O)CN(Cc1ccccc1)c1nc(Cc2ccc(Cl)cc2)ns1 (stereo not drawn),-4,-7,-8
CC1CN(c2cc(Oc3cccc(Cl)c3)ncn2)CCN1C(=O)C1CC1 (stereo not drawn),-5,-5,10
C=c1ccccc1=C1N=C(c2ccc(Cl)cc2)NO1,-4,1,-3
COc1ccccc1NC(=O)Cn1nc(C(C)C)c2cnn(C(C)(C)C)c2c1=O,·,-4,3
CC1CCc2noc(NC(=O)c3cc(=O)c4ccccc4o3)c2C1 (stereo not drawn),·,-1,-11
CCCN(CCOC)[C@H]1[C@H](O)C[C@@H]2CC(C)(C)OC[C@]21O,-2,-8,7
COC(=O)CC(NC(=O)c1ccc(N(C)C)cc1)c1ccc(F)cc1 (stereo not drawn),-15,-8,13
O=C(CSc1nc2ccccc2c(=O)n1CCCO)Nc1ccc(Cl)cn1,·,-6,11
CC(C)=CCN1CCN(Cc2coc3ccc(C)cc3c2=O)CC1CCO (stereo not drawn),·,2,7
CCOc1ccccc1OC1CCCC1NC(=O)c1cnc(C(C)C)[nH]1 (stereo not drawn),·,-9,-1
O=C(NCCn1ncc2c(N3CCCCCC3)ncnc21)C1COc2ccccc2O1 (stereo not drawn),-11,-12,2
# Going on with the list:
SMILES,mcGAS lum,hcGAS lum,NPYLR7 ag
Cc1cc(C)cc(C(O)c2ncc(-c3ccccc3C(F)(F)F)[nH]2)c1 (stereo not drawn),·,-5,-1
NC(=O)c1cnc2n1CCN(C(=O)Cc1cccs1)C2,·,-2,-3
CCOC(=O)c1nn(-c2ccccc2)c(=O)cc1OCC(=O)Nc1cc(C)ccc1OC,·,0,8
CCOC(=O)CNC(=O)N1CCN(c2cc(Oc3cc(C)ccc3Cl)ncn2)CC1C (stereo not drawn),-6,-5,-8
Fc1ccccc1Nc1nc2nonc2n2nnnc12,1,21,9
COc1ccc(CNCc2ccccc2Cn2cccn2)c(Cl)c1,·,-4,-1
O=C(c1ccccc1)N(Cc1ccccn1)c1nc2c(F)cc(F)cc2s1,-11,-6,2
O=C1CCc2cc(OCC(=O)N3CCC(n4cccc4)CC3)ccc2N1,·,-16,0
Cc1cnc(-c2nccn2CCC(=O)Nc2ccc(F)c(C)c2)[nH]1,·,-6,5
Cc1ccc(S(=O)(=O)Nc2ccc(Nc3cnc(-c4ccc5ccccc5c4)cn3)cc2)cc1,·,-5,1
Cc1c(C)n2c3c(=O)n(CCc4ccccc4)c(=O)n(C)c3nc2n1CCCO,·,-7,-2
O=C(Cc1ccc(OC(F)(F)F)cc1)Nc1ccnc2ccncc12,-14,-6,10

# 2 entries from above in another layout:
# Value order – mcGAS lum | hcGAS lum | NPYLR7 ag
> COc1ccc(CNCc2ccccc2Cn2cccn2)c(Cl)c1
    · | -4 | -1
> O=C(c1ccccc1)N(Cc1ccccn1)c1nc2c(F)cc(F)cc2s1
    -11 | -6 | 2

# For reference, some entries already given.
SMILES,mcGAS lum,hcGAS lum,NPYLR7 ag
Cc1cc(C)cc(C(O)c2ncc(-c3ccccc3C(F)(F)F)[nH]2)c1 (stereo not drawn),·,-5,-1
NC(=O)c1cnc2n1CCN(C(=O)Cc1cccs1)C2,·,-2,-3
CCOC(=O)c1nn(-c2ccccc2)c(=O)cc1OCC(=O)Nc1cc(C)ccc1OC,·,0,8
CCOC(=O)CNC(=O)N1CCN(c2cc(Oc3cc(C)ccc3Cl)ncn2)CC1C (stereo not drawn),-6,-5,-8

# Additional records:
SMILES,mcGAS lum,hcGAS lum,NPYLR7 ag
O=C(O)C1C2C=CC(C2=C(c2ccccc2)c2ccccc2)C1C(=O)Nc1ccccn1 (stereo not drawn),·,3,5
O=C(c1csc(Cc2ccccc2)n1)N1Cc2cnn(CCO)c2C1,·,-1,7
Cc1cc2cc(CNC(=O)CCCC(=O)O)ccc2n1C,-6,-6,9
Cc1c(C(=O)N2CCC(O)(CN(C)C)C2)n(C)c2c(C)cccc12 (stereo not drawn),·,-4,4
CCn1nnc2c(N3CCN(S(=O)(=O)c4cccs4)CC3)ncnc21,·,-6,1
CCOc1cn(C)c(C(=O)NCc2ccccc2Cl)cc1=O,·,-10,8
Cc1ccccc1C1(CC(=O)N2CCCN(c3ncccn3)CC2)CC(=O)N(Cc2ccccc2)C1=O (stereo not drawn),-10,-5,12
COc1ccc(-n2ncc3c2CCN(C(=O)C2CC(=O)OC2(C)C)C3)cc1 (stereo not drawn),·,-3,1
Cc1ccc(C(=O)N(Cc2ccco2)Cc2nccn2Cc2ccc(C(F)(F)F)cc2)cc1,-7,-6,15
CC(NS(=O)(=O)c1ccc(F)c(F)c1)C12CC3CC(CC(C3)C1)C2 (stereo not drawn),·,-15,12
COCCNC(=O)c1ccc(CSc2nnc(Cc3ccccc3)n2Cc2ccccc2)cc1,-4,-12,5
CCOc1ccccc1N1CCN(C(=O)c2cc(-c3ccccc3F)nc3cc(-c4ccccc4)nn23)CC1,-7,-10,12
CCc1ccc2occ(CC(=O)N3CCCC(N4CCCC4=O)C3)c2c1 (stereo not drawn),·,-4,-2
COc1cccc(S(=O)(=O)N2[C@H]3CCNC[C@@H]2CC3)c1,·,-5,2
CN1C(=O)NC(c2ccc(C(C)(C)C)cc2)C2=C1CN(CC(=O)NCc1cccnc1)C2=O (stereo not drawn),-6,-10,-1
CN(C)CCN(C)C(=O)CC(=O)NC12CC3CC(CC(C3)C1)C2,·,2,-1
O=C(NN1C(=O)/C(=C/c2cccc(Br)c2)SC1=S)c1ccncc1,4,-3,3

# A second format for three compounds above.
SMILES	mcGAS lum	hcGAS lum	NPYLR7 ag
O=C(NN1C(=O)/C(=C/c2cccc(Br)c2)SC1=S)c1ccncc1	4	-3	3
CN1C(=O)NC(c2ccc(C(C)(C)C)cc2)C2=C1CN(CC(=O)NCc1cccnc1)C2=O (stereo not drawn)	-6	-10	-1
COc1cccc(S(=O)(=O)N2[C@H]3CCNC[C@@H]2CC3)c1	·	-5	2
